High-throughput results: PubChem, several laboratories
NCF1 inh = inhibitors of human p47phox binding | p47phox/p22phox peptide binding, fluorescence polarization, 2 h | inhibition, % at 24.7 µM | AID 1274 | P14598 | 0.53% of 220,000 active;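 also: 0% = p47phox with labelled peptide and 100% = labelled peptide alone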
Target sequence (P14598 whole entry, looked up): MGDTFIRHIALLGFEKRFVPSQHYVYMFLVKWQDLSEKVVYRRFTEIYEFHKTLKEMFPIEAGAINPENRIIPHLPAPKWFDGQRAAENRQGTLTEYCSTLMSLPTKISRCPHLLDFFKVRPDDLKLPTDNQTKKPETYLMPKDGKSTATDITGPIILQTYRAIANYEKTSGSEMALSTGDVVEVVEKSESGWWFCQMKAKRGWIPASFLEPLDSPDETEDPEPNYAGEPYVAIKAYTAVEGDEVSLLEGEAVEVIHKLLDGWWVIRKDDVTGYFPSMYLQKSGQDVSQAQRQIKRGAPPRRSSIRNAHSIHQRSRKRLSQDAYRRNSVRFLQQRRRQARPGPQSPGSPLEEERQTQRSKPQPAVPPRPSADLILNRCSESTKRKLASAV
Cl transport mod = modulators of human KCC2 chloride dependent transport; Q9H2X9; KCC2 cells, thallium flux FluoZin-2 fluorescence; B-score of Tl+ flux slope (higher = more flux/activation; lower = inhibition) at 10 µM; 2.2% of 190,000 active; AID 1456;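 active = thallium flux slope and its plate-corrected score both differing from the plate sample mean at a set confidence after two filtering rounds, in either direction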;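 also: slope of fluorescence scaled to starting intensity during 10 to 20 s after thallium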
Thrombin inh = blocks human thrombin protease activity; inhibition, % at 5 µM; P00734; 0.26% of 220,000 active; alpha-thrombin, Boc-VPR-AMC fluorogenic substrate cleavage;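 active = inhibition at or above 40%; inactive = inhibition below 40%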;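 also: 0% = enzyme with no compound and 100% = wells without enzyme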
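Material: human alpha-thrombin protein; Also added: Boc-VPR-AMC substrate, 15 µM final; Timing: enzyme reaction carried out at room temperature; Signal: fluorescence, ex 355 nm, em 460 nm; Measure: % inhibition of thrombin; Controls: enzyme without compound as high, wells lacking enzyme as low.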
EBV gp42 inh = blocks Epstein-Barr virus glycoprotein 42 binding. Q1HVG2. Fluorescence polarization binding assay, mP read-out. inhibition, % (tested at 21.74 µM). 0.42% of 220,000 active. AID 1085; in the data active = inhibition above about 50%
Target sequence (Q1HVG2 whole entry, looked up): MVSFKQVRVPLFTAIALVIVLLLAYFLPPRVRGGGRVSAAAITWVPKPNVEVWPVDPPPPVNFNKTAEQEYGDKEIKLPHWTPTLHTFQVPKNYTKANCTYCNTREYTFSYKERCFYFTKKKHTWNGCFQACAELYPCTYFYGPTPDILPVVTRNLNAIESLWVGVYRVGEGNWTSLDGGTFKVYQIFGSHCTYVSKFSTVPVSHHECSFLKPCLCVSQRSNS
KLK5 inh = inhibitors of human kallikrein 5 | Q9Y337 | recombinant hK5, fluorogenic AMC substrate cleavage | inhibition, % at 5 µM | 0.59% of 210,000 active | AID 873;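 active = inhibition of 40% or more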;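 also: 0% = enzyme controls without compound and 100% = no-enzyme blanks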
Rad51 HR inh = blocks human Rad51 in homologous recombination; Q06609; hRad51 DNA strand exchange, fluorescence dequenching; inhibition, % at 10 µM; 0.085% of 200,000 active; AID 1385;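 active = inhibition above 40% at the single screening dose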;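 also: 0% = DMSO control wells and 100% = blanks with heterologous ssDNA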
Target sequence (Q06609 whole entry, looked up): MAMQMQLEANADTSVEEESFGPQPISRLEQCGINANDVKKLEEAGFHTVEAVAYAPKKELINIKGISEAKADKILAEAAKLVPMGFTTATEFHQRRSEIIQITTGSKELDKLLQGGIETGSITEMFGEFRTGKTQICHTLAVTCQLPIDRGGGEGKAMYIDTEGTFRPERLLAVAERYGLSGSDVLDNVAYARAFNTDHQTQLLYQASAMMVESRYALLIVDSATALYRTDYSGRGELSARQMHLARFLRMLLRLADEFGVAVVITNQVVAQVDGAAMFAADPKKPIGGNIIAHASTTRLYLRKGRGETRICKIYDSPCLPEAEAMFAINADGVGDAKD
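material = hRad51 filaments on single-stranded DNA | timing = filaments 15 min 37 °C, then compound 30 min | signal = FRET fluorescence dequenching, excitation 485 nm, emission 520 nm | benchmarks = control wells and blank wells on each plate | evaluation = percent inhibition relative to plate controls and blanks | compound = 10 µM final, single point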
eIF4E-4G inh = eIF4E/eIF4G interaction inhibition in translation initiation; TR-FRET eIF4E-eIF4GI(517-606) binding, 2 h; inhibition, % at 21.7 µM; 0.37% of 220,000 active; P63073+Q04637;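 also: 0% = full FRET control wells and 100% = background wells lacking eIF4GI fragment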
Furin inhibitor = inhibitors of human furin | P09958 | purified furin, fluorogenic substrate cleavage | inhibition, % at 30 µM | 0.061% of 220,000 active | AID 463115; in the data active = inhibition above about 25%; also: inactives centre near -15
14-3-3 Bad PPI = disrupts binding of bovine 14-3-3 zeta to phospho-Bad peptide; 0.71% of 220,000 active; TR-FRET 14-3-3zeta/Dy647-pBad peptide displacement, 1 h; AID 781; inhibition, % at 21.7 µM; P63103;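 active = inhibition above about 70%, limit read from the data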;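 also: 0% = full 14-3-3 plus peptide FRET controls and 100% = background without 14-3-3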
* marks the source's active call; other numbers are inactive results; · = not tested or not shown; [ ] = dose if it differs, or a comment.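 The calls were made as follows, unless noted: active = inhibition above about 30% (limit read from the data); inactive = the rest.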

SMILES | NCF1 inh | Cl transport mod | Thrombin inh | EBV gp42 inh | KLK5 inh | Rad51 HR inh | eIF4E-4G inh | Furin inhibitor | 14-3-3 Bad PPI
O=C(O)c1cc(NN=Nc2ccc(Br)cc2)cc([N+](=O)[O-])c1 | -22 | -1.4 | 5 | 4 | 3 | 13 | 11 | -1 | 10
O=c1cc(-c2ccc(Br)cc2)[nH][nH]1 | -11 | -0.62 | 1 | -8 | -5 | 12 | -2 | -18 | -14
CC(=O)Nc1ccc(S(=O)(=O)NC(=O)C23CC4CC(CC(C4)C2)C3)cc1 | 8 | 0.58 | 13 | -7 | -3 | 1 | -14[fluorescence artefact?] | -24 | -18[fluorescence artefact?]
CCn1c(C(O)c2ccc3c(c2)OCO3)nc2ccccc21 (stereo not drawn) | -12 | 0.2 | -2 | -11 | -11 | -1 | 5 | 14[20 µM] | 0
CC(=O)c1cccc(NC(=O)Cc2cccs2)c1 | -14 | 2.2 | -4 | -22 | -7 | -1 | 8 | -9 | -7
O=C(NCc1ccncc1)C1COc2ccccc2O1 (stereo not drawn) | -5 | · | 5 | -15 | -1 | 6 | 1 | -18[20 µM] | 1
COc1ccc(CC(=O)NNC(=O)c2ccc(SCc3cc(F)ccc3F)c([N+](=O)[O-])c2)cc1 | 3 | 0.19 | -3 | -7 | 14 | 0 | -13 | -14 | 2
CCOc1ccc(NC(=O)Nc2cccn(Cc3ccccc3)c2=O)cc1 | -8 | -0.63 | 7 | 9 | -3 | 41* | 3 | -21 | -5
COCc1nnc(NC(C)=O)s1 | 6 | 0.3 | -4 | -11 | 2 | 2 | 2 | -21 | 7
C(=N\Nc1nc2ccccc2[nH]1)/c1ccc2c(c1)OCCO2 | -55 | -1.6 | -7 | -12 | -19 | -15 | 2 | -13 | -3
O=C(Nc1ccccc1F)c1ccncc1 | 2 | 0.021 | -3 | 19 | 3 | -1 | 0 | -14[20 µM] | -13
O=C(O)c1ccc(/C=N/NC(=O)c2ccc(Br)cc2)cc1 | -13 | 0.41 | 6 | -16 | 1 | · | 0 | -22 | -11
Cc1ccc(-n2c(=O)c3sccc3n(Cc3cc(=O)n4ccccc4n3)c2=O)cc1 | -5 | -0.062 | -4 | -1 | -12 | 9 | 20 | -15 | -9
C=CCn1c(SCC(=O)c2cc(C)n(C(C)COC)c2C)nc2sc(C)c(C)c2c1=O (stereo not drawn) | -26 | -1.8 | 1 | -3 | 0 | -22 | 7[fluorescence artefact?] | 19[20 µM] | -4[fluorescence artefact?]
CC(C)C1=NN2C(=N)CC(=O)N=C2S1 | -2 | -0.12 | -1 | -29 | -16 | -1 | 2[fluorescence artefact?] | -11[20 µM] | 5
Cc1sc2nc(SCC(=O)NCCO)n(-c3ccccc3)c(=O)c2c1C | -5 | -0.44 | -5 | -6 | 4 | 1 | 1 | -20 | -1
COc1ccc(C(=O)COC(=O)CCn2nnc(-c3cccc(O)c3OC)n2)cc1 | -8 | -0.03 | -17 | 4 | 5 | 4 | -2 | -31 | 3
CC(O)COc1ccc(/C(=N/O)c2ccccc2)cc1 (stereo not drawn) | -10 | 0.24 | 0 | -5 | -12 | -1 | 2 | -29 | -2
CN1C(=O)/C(=C/c2ccccc2OCc2cccc(F)c2)NC1=S | -5 | · | 2 | -10 | -16 | -1 | -13 | -13[20 µM] | -5
CSC1=NCCN1C(=O)Cc1ccc(Cl)cc1 | 1 | -2 | 2 | -18 | 0 | 8 | 0 | -39 | -13
CC1(C)Cc2c(C#N)c(SCC(=O)c3ccccc3)nc(N3CCOCC3)c2CO1 | -21 | -0.61 | 2 | -7 | -18 | · | 3 | -23 | 0
Cc1ccc(S(=O)(=O)NN2C(=O)c3ccccc3NC2c2ccccc2O)cc1 (stereo not drawn) | -6 | -1 | -2 | -13 | -2 | -6 | 2 | -33 | 2
CC(C)(C)OC(=O)CNC(=O)c1[nH]cnc1C(=O)Nc1ccc(Cl)cc1 | -17 | 1.4 | -6 | -1 | -7 | -5 | -8 | -34 | -9
Cc1c(F)cccc1NC(=O)CCCCCC1NC(=O)NC1C (stereo not drawn) | -5 | 0.22 | 0 | -6 | -15 | 3 | 1 | -17 | -7
CCCc1c(C(=O)Nc2ccc(OC)cc2)cnn1-c1ccccc1 | -18 | 3.3 | 2 | -11 | 5 | 25 | -3 | 10 | 3
CCS(=O)(=O)c1ccc2c(c1)N(S(C)(=O)=O)CC(C(=O)NCCOC)O2 (stereo not drawn) | 0 | -0.85 | 1 | -6 | 5 | -9 | -5[fluorescence artefact?] | -26[20 µM] | 4[fluorescence artefact?]
O=C(NNC(=O)c1cc2cc3ccccc3nc2s1)c1cccc(Cl)c1 | -10 | -0.6 | -1 | -8 | -16 | 3 | -18[fluorescence artefact?] | -10[20 µM] | 11[fluorescence artefact?]
Cc1ccc(C(=O)OCc2cn(-c3ccccc3)nn2)cc1 | -5 | -1.2 | -4 | 1 | 1 | -2 | 4 | -18 | -2
COC(=O)c1sccc1-n1cccc1C(=O)C(=O)Nc1ccc(F)cc1 | 4 | 0.031 | -1 | 14 | -11 | 35 | 1 | -7 | -1
Cc1ccc(C(=O)NC(N(C)C)C(Cl)(Cl)Cl)cc1 (stereo not drawn) | -7 | 1.5 | -2 | 5 | 2 | 4 | -2 | -29 | 0
NS(=O)(=O)c1ccc(NC(=O)c2ccc3nccnc3c2)cc1 | -13 | 1.7 | -4 | -13 | -1 | 10 | 94* | -11 | 5
CN(c1ccc(OCC(=O)OCC(=O)Nc2ccccc2F)cc1)S(=O)(=O)c1cccs1 | 1 | -1.5 | 1 | -1 | 2 | 0 | 1[fluorescence artefact?] | -14 | -3
O=C(CSc1nc2ccc(N3CCOCC3)cc2c(=O)n1CCc1ccccc1)NCC1CCCO1 (stereo not drawn) | -7 | 6.7* | 2 | 0 | -13 | 11 | 3 | -14 | -5
NCCOc1ccccc1Cc1ccccc1 | -4 | 1.2 | -8 | -8 | -9 | -2 | 7 | -21[20 µM] | 8
Cc1c(C(=O)NC(=S)NCC(C)C)oc2ccccc12 | 0 | 2 | 2 | -4 | -9 | · | 4 | -37 | -10
COc1ccc(C(C)=O)cc1CSc1nc2ccccc2c(=O)n1-c1cccc(C)c1 | 2 | -1.4 | -3 | -1 | -18 | · | 2 | -23 | -9
CCOC(=O)c1cnc2c(C(F)(F)F)cccc2c1N1CCOCC1 | -16 | 0.2 | 2 | -15 | -7 | 14 | -2 | -15[20 µM] | 4
COC(=O)c1ccc(-n2c(C)cc(-c3csc(NC(=O)c4ccc(S(=O)(=O)N(C)C)cc4)n3)c2C)cc1 | -66 | 0.91 | -6 | -28 | -15 | -23 | -3[fluorescence artefact?] | -15 | -11[fluorescence artefact?]
COC(=O)c1c(C)[nH]c(C(=O)/C=C/c2ccccc2)c1C | -7 | -0.081 | -7 | 11 | -11 | 3 | -1[fluorescence artefact?] | -1 | -4[fluorescence artefact?]
COc1ccc(S(=O)(=O)NCCSCc2ccccc2C)cc1Br | 11 | -1.2 | 2 | -17 | 3 | -2 | 10[fluorescence artefact?] | -11 | -18[fluorescence artefact?]
Cc1ccc(C(=O)COC(=O)CNS(=O)(=O)c2ccccc2)cc1[N+](=O)[O-] | -8 | -0.024 | -5 | -16 | -18 | -5 | 3 | -7[20 µM] | 16
CC(=O)c1c(C)c2c(n1CCN(C)C)CCCC2 | -9 | · | 5 | -14 | -16 | -6 | -1[fluorescence artefact?] | -17[20 µM] | 17[fluorescence artefact?]
Cc1cc(N)n2nc(-c3ccc(C(C)(C)C)cc3)cc2n1 | -9 | 0.056 | 5 | 5 | -8 | -10 | 4[fluorescence artefact?] | -6[20 µM] | 14[fluorescence artefact?]
CCN(CC)CCn1c(=N)n(CC(O)COc2ccccc2)c2ccccc21 (stereo not drawn) | -4 | -0.32 | 1 | -16 | -8 | -29 | 0 | -8 | -6
Cc1ccc(CN2CCN(Cc3ccccc3)C(CCO)C2)s1 (stereo not drawn) | -6 | · | -13 | -7 | -2 | -4 | 3 | -16 | -9
Cc1nn(C)cc1CNC(=O)C1C2CCC(C2)C1C(=O)O (stereo not drawn) | 2 | 0.072 | -1 | -3 | -2 | 16 | -3 | -18 | -10
CCCc1nc2sc3c(SCC(=O)NCc4ccco4)ncnc3c2c2c1CCC2 | -35 | 0.68 | 1 | 14 | -12 | 1 | -23 | -11 | -2
CC(C)N1CC(C(=O)O)CC1=O (stereo not drawn) | -2 | 0.33 | -9 | -9 | 2 | -6 | -1 | -11[20 µM] | -8
COc1ccccc1NC(=O)Oc1ccc(C(C)=O)cc1 | -12 | -0.24 | -14 | -26 | -6 | -6 | 4 | -20[20 µM] | -1
Cc1ccccc1OCC(=O)N/N=C/c1ccco1 | -10 | -0.87 | -5 | 3 | -10 | -2 | 2 | -8[20 µM] | 7
CC1CN(c2ccccc2)CCN1Cc1nc(Cc2ccccc2)no1 (stereo not drawn) | -6 | -0.68 | 4 | -7 | -4 | 5 | 3 | -16 | -12
Cc1ccc(C)n1-c1ncn[nH]1 | -19 | · | 6 | -15 | -19 | -9 | -5[fluorescence artefact?] | -6 | -20[fluorescence artefact?]
Cc1csc2nc(CNS(=O)(=O)c3ccc4c(c3)CCCC4)cn12 | -25 | 0.42 | -3 | -3 | -15 | 0 | 0 | -11 | 1
CC(CN(C)Cc1nc(Cc2cccc(C(F)(F)F)c2)no1)CN1CCCC1 (stereo not drawn) | -13 | 0.24 | 8 | -4 | -4 | 1 | 0 | -21 | -5
O=C(O)CCN1C(=O)c2ccc(NC(=O)Cc3ccc(Cl)cc3)cc2C1=O | -3 | · | -10 | -1 | 9 | · | 5 | -24 | -2
CCOC(=O)CNC(=O)C1Cc2ccccc2CN1S(=O)(=O)c1cccs1 (stereo not drawn) | -2 | 0.17 | -2 | -4 | · | -16 | 0 | -18 | -11
Cn1c(CCNC(=O)c2ccccc2F)nnc1SCc1nc2ccccc2c(=O)[nH]1 | -5 | · | 10 | -4 | 2 | 14 | -7 | -20[20 µM] | 0
Cc1ccc(C2/C(=C(/O)c3cnn(-c4ccccc4)c3C)C(=O)C(=O)N2CCCN2CCOCC2)o1 (stereo not drawn) | -3 | 0.19 | 3 | 14 | 0 | 21 | -2 | -21 | 0
COc1ccc2cc(CN(C(=O)Nc3ccccc3OC)C3CCCC3)c(=O)[nH]c2c1 | -5 | 0.31 | 0 | -16 | -20 | 0 | 6[fluorescence artefact?] | -5 | -1
CCCCn1nnc(NC(=O)Cc2ccc(Cl)cc2)n1 | -2 | -1.4 | -9 | 3 | -6 | 1 | -1 | -13[20 µM] | -5[fluorescence artefact?]
CC(C)C(=O)Nc1ccc(NC(=O)CCc2ccccc2)cn1 | 5 | -0.64 | -6 | -8 | -3 | -35 | 2 | -9 | 7

An excerpt from above in order of the 14-3-3 Bad PPI value, high to low:
SMILES | NCF1 inh | Cl transport mod | Thrombin inh | EBV gp42 inh | KLK5 inh | Rad51 HR inh | eIF4E-4G inh | Furin inhibitor | 14-3-3 Bad PPI
Cc1sc2nc(SCC(=O)NCCO)n(-c3ccccc3)c(=O)c2c1C | -5 | -0.44 | -5 | -6 | 4 | 1 | 1 | -20 | -1
CN(c1ccc(OCC(=O)OCC(=O)Nc2ccccc2F)cc1)S(=O)(=O)c1cccs1 | 1 | -1.5 | 1 | -1 | 2 | 0 | 1[fluorescence artefact?] | -14 | -3
CC(CN(C)Cc1nc(Cc2cccc(C(F)(F)F)c2)no1)CN1CCCC1 (stereo not drawn) | -13 | 0.24 | 8 | -4 | -4 | 1 | 0 | -21 | -5
COc1ccc(C(C)=O)cc1CSc1nc2ccccc2c(=O)n1-c1cccc(C)c1 | 2 | -1.4 | -3 | -1 | -18 | · | 2 | -23 | -9

Hits appear at their usual frequency, and some 4.7% of all compounds hit somewhere here.
